Source: PubChem BioAssay (National Center for Advancing Translational Sciences (NCATS))
Pf growth 96h – P. falciparum growth inhibition at 96 hour, primary screen for plastid delayed-death inhibitors; P. falciparum luciferase reporter growth, 96 h; actives 6.9% (n = 320,000); AID 504834; Potency, µM (doses to about 28.7 µM), without a hit: top-dose activity change, negative = inhibition, most hits filed as inhibitors; note: potency is the fitted concentration of half-maximal effect; % is set by controls: 0 for no effect and ±100 for the full control effect
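Two parasite generations (96 h, 37 C, 5% CO2) of compound exposure in infected erythrocytes (0.05% parasitemia, 2% hematocrit). Luciferase-reporter P. falciparum; decreased luminescence indicates inhibited growth, aimed at apicoplast-acting delayed death.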
Cycloheximide cs – counter-screen for Shiga toxin inhibitors: cycloheximide protein synthesis inhibition. max response, %. cell reporter, cycloheximide protein synthesis inhibition counterscreen. actives 12% (n = 300,000). AID 2314; in the data active = max response mostly above about 13%, no sharp cut-off; inactive = mostly below about 14%; note: read at 38.3 µM for the half of the compounds with a filed dose; 0% is about no effect
HCV inhibitor – blocks hepatitis C virus | Huh7.5.1 HCVcc-Cre infection, luciferase reporter, 44 h | Potency, µM (highest dose often 41.8 µM), for inactives: at the top dose activity change, negative = inhibition, actives largely listed as inhibitors | actives 3.4% (n = 340,000) | AID 651820; note: potency is the fitted concentration of half-maximal effect; % is set by controls: 0 for no effect and ±100 for the full control effect
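Infectious HCV cell culture screen: compound-treated cells (1,000/well, pre-plated 4 h) are infected with HCVcc-Cre at roughly 0.5 moi and grown 44 h. Infection is quantified by luciferase signal after 15 min substrate incubation at room temperature.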
Pf growth 48h – inhibits P. falciparum growth in the first generation, 48 h | P. falciparum luciferase growth in erythrocytes, 48 h | actives 5.9% (n = 310,000) | AID 504832 | Potency, µM (series often up to 28.7 µM), without a hit: at the top dose activity change, negative = inhibition, usual class: inhibitors; note: potency is the fitted concentration of half-maximal effect; % is set by controls: 0 for no effect and ±100 for the full control effect
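Luminescence readout; reporter = integrated firefly luciferase in P. falciparum. RBC culture at 2% hematocrit, 0.1% parasitemia final, 37 C/5% CO2; decreased signal taken as growth inhibition.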
Shiga inhibitor – Shiga toxin inhibition; Vero cells, Shiga toxin protein synthesis inhibition reporter; inhibition, % at 38.7 µM; actives 9.2% (n = 290,000); AID 2315; in the data active = inhibition mostly above about 28%, no sharp cut-off; inactive = mostly below about 43%; note: 0% is about no effect
Giardia FBPA inh – Giardia lamblia aldolase inhibition; A8B2U2; purified Giardia FBPA; Potency, µM (titrated, usually from 59.6 µM), without a hit: at the top dose activity, negative = inhibition, actives largely listed as inhibitors; actives 0.71% (n = 290,000); AID 2451; note: potency is the fitted concentration of half-maximal effect; % is set by controls: 0 for no effect and ±100 for the full control effect; nearly all actives have a fitted effect of over 55% in size
Target sequence (A8B2U2 whole entry, looked up): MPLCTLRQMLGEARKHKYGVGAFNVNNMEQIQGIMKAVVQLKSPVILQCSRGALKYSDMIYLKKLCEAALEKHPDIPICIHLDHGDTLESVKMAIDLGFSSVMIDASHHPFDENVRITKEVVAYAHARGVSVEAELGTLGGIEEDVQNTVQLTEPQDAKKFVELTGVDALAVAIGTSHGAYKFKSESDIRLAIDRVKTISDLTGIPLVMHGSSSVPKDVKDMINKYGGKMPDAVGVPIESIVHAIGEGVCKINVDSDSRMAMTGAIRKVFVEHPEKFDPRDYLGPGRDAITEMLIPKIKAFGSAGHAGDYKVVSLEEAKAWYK
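40 nM FBPA preincubated 10 min at RT with compound (up to 57.5 uM final), then substrate plus GAPDH/TPI/NAD/arsenate coupling and diaphorase/resazurin added. Fluorescence read after 20 min at RT, 525/598 nm.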
Active calls of the source: *; ? = inconclusive; . = no result given; & = joins results of further samples; ! = a repeat was not active; [ ] = another dose, or the depositor's remark. Unless noted, calls come from the whole dose curve; as a rule, active = well fitted curve in the direction sought with a large enough effect; inconclusive = small, poorly fitted or top-dose-only effect, or another doubt; inactive = no such curve, though single readings can be large; an effect the other way counts as inactive or inconclusive.

Start of the listing, in advance, nine compounds:
Fields – Pf growth 96h	Cycloheximide cs	HCV inhibitor	Pf growth 48h	Shiga inhibitor	Giardia FBPA inh
> COc1cccc(C(=O)COc2ccccc2N2C(=O)C3C4C=CC(C4)C3C2=O)c1 (stereo unspecified)
→ 56%[activator]	1	9%	2%	37	1%
> COC(=O)c1ccccc1-c1ccc(/C=N/Nc2nc(N3CCCC3)nc(N3CCCC3)n2)o1
→ ?	0	11µM*	?	-8	-5%
> Cc1ccc(N2CCN(C3=NC(=O)/C(=C\c4cn[nH]c4-c4ccccc4)S3)CC2)cc1
→ ?	-1	?	5.9µM*	12	7%
> Nc1cc(N)nc(SCCOc2ccccc2)n1
→ 161%[activator]	36*	15%	136%[activator]	55*	-1%
> COc1ccc(Nc2c3c(nc4ccccc24)CCCC3)cc1OC
→ 1%	-7	?	-18%	-3	4%
> Cc1nnc(SCC(=O)NNC(=O)C(C)C)[nH]c1=O
→ 12µM*	3	0%	18%	-2	-6%
> Cc1cc(C)c2c(c1)/C(=C/C(=O)c1ccc(Br)s1)C(=O)N2
→ ?	-2	11µM*	.	-17	3%
> CC(C)OC(=O)c1c(N)n(CCCN2CCOCC2)c2nc3ccccc3nc12
→ ?	-2	9%	.	-12	-11%
> CC(C)(C)c1nnc(NC(=O)Nc2ccc(Cl)cc2)s1
→ ?	15	-9%	30%	29*	-1%

The listing, from the first entry:
Fields – Pf growth 96h	Cycloheximide cs	HCV inhibitor	Pf growth 48h	Shiga inhibitor	Giardia FBPA inh
> COc1cccc(C(=O)COc2ccccc2N2C(=O)C3C4C=CC(C4)C3C2=O)c1 (stereo unspecified)
→ 56%[activator]	1	9%	2%	37	1%
> COC(=O)c1ccccc1-c1ccc(/C=N/Nc2nc(N3CCCC3)nc(N3CCCC3)n2)o1
→ ?	0	11µM*	?	-8	-5%
> Cc1ccc(N2CCN(C3=NC(=O)/C(=C\c4cn[nH]c4-c4ccccc4)S3)CC2)cc1
→ ?	-1	?	5.9µM*	12	7%
> Nc1cc(N)nc(SCCOc2ccccc2)n1
→ 161%[activator]	36*	15%	136%[activator]	55*	-1%
> COc1ccc(Nc2c3c(nc4ccccc24)CCCC3)cc1OC
→ 1%	-7	?	-18%	-3	4%
> Cc1nnc(SCC(=O)NNC(=O)C(C)C)[nH]c1=O
→ 12µM*	3	0%	18%	-2	-6%
> Cc1cc(C)c2c(c1)/C(=C/C(=O)c1ccc(Br)s1)C(=O)N2
→ ?	-2	11µM*	.	-17	3%
> CC(C)OC(=O)c1c(N)n(CCCN2CCOCC2)c2nc3ccccc3nc12
→ ?	-2	9%	.	-12	-11%
> CC(C)(C)c1nnc(NC(=O)Nc2ccc(Cl)cc2)s1
→ ?	15	-9%	30%	29*	-1%
> CCc1ccc(CN2CCN(Cc3ccc(SC)cc3)CC2)cc1
→ 9%	-8	10µM*	?	-3	18µM*
> Cc1ccc(Cl)cc1N1CCN(C(=O)Cc2c(C(=O)O)[nH]c3ccc(Cl)cc23)CC1
→ 142%[activator]	-6	15%	?	-9	26%
> CCN(CC)CCCn1c(C)cc2c(c1=O)C(c1cc(OC)c(OC)cc1OC)C(C#N)=C(N)O2 (stereo unspecified)
→ -13%	-4	7%	-10%	-12	-11%
> CCOC(=O)c1c(NC(=O)CSc2nc3cccnc3n2C)sc(C(C)=O)c1C
→ .	-3	?	12%	-6	5%
> COc1cc(C2NC(=O)NC(c3ccccc3)=C2C(C)=O)ccc1OCC(=O)O (stereo unspecified)
→ .	-5	7%	9%	-6	5%
> CCCc1cc(=O)[nH]c(SCC(=O)NCc2ccc3c(c2)OCO3)n1
→ 12µM*	-4	23%	4%	7	-27%
> CC(=O)Nc1ccccc1NC(=O)C/C(C)=N/NC(=O)c1ccc([N+](=O)[O-])c(Cl)c1
→ 15%	12	19%	7%	9	-5%
> CNC(=O)COC(=O)/C=C/c1ccc(F)cc1
→ 1%	13	20%	20%	-6	1%
> Cc1cccc(Cn2nc(C(C)(C)C)cc2C(=O)Nc2ccc(F)cc2)c1
→ 9.3µM*	18*	?	10µM*	36	-8%
> O=C(Nc1ccccc1)NC1(C(=O)N2CCN(C(=O)c3ccco3)CC2)CCCCC1
→ .	-8	2%	-2%	-19	5%
> CCCCC[C@H]1CN(CCCC)C(=O)[C@@H]1CC(=O)NCc1ccccc1
→ 5%	-2	-7%	-10%	-6	17%
> COc1cccc(NC(=O)C(C#N)Cc2ccncc2)c1 (stereo unspecified)
→ ?	-5	-4%	?	-11	5%
> O=C(Nc1ccccc1)N(Cc1cccs1)C1CCCC1
→ 37%[activator]	1	-4%	-2%	-2	4%
> O=C(O)c1cc2cccc(S(=O)(=O)N3CCOCC3)c2cc1O
→ ?	-6	-20%	22%	-14	13%
> NNC(=O)CSc1ncc(-c2ccccc2)[nH]1
→ 30%	10	4%	-8%	29	-8%
> COC(=O)Cc1ccc(NC(=S)NCc2ccc(S(N)(=O)=O)cc2)cc1
→ 9%	-3	12%	-3%	25	8%
> COC(=O)c1ccccc1NC(=O)CSc1nc(-c2ccco2)cc(C(F)(F)F)n1
→ -64%	1	?	-9%	13	3%
> CCCn1c(C(CO)Nc2nc(C)cs2)nc2ccccc21 (stereo unspecified)
→ 31%[activator]	3	12%	29%	-5	-24%
> CCCNS(=O)(=O)c1cc(CN2C(=O)c3cccnc3C2=O)ccc1OC
→ ?	-10	6%	4%	31	-4%
> Cn1c(N2CCOCC2)nc(-c2ccccc2)c1-c1ccccc1
→ 5%	-6	23%	.	-9	1%
> Cc1c2cnn(CC(=O)O)c(=O)c2c(C)n1Cc1ccccc1
→ -89%	-8	17%	.	-13	5%
> COc1ccc(C(=O)N=C2SC3CS(=O)(=O)CC3N2c2ccccc2)cc1OC (stereo unspecified)
→ 19%	-3	-10%	7%	-6	8%
> CCN(CC)C(=O)CN1C(=O)c2cccc3cccc1c23
→ 44%[activator]	-3	10%	?	1	-8%
> CC1Cc2ccccc2N1C(=S)Nc1ccc(S(N)(=O)=O)cc1 (stereo unspecified)
→ -12%	-1	1%	4%	14	-10%
> CCCCNC(=S)NNC(=O)C1=NN(c2cc(C)ccc2C)C(=O)CC1
→ -11%	-3	4%	-11%	-7	-3%
> COc1ccccc1CN(C)CC(=O)NC1CCCc2ccccc21 (stereo unspecified)
→ 0%	-9	1%	?	-13	10%
> COCCC(=O)N1CCC(Oc2ccc(C(=O)NCCc3ccccn3)cc2)CC1
→ 26%	2	10%	0%	-3	9%
> CCCCCN1N=C(C)CC1=O
→ 177%[activator]	2	-5%	16%	-1	3%
> Cc1ccc(CN(C(=O)c2cc(=O)c3cc(Cl)c(C)cc3o2)C2CCS(=O)(=O)C2)cc1 (stereo unspecified)
→ 4.7µM*	-3	9%	?	-16	0%
> CCCN(Cc1cc2cc(OC)ccc2[nH]c1=O)C(=O)c1ccco1
→ 14%	-1	?	4%	-7	1%
> CCCCNC(=O)CCn1c(=O)c2ccccc2n(Cc2cc(C)ccc2C)c1=O
→ 46%[activator]	-1	0%	18%	-13	1%
> COc1cc(C(=O)Nc2ccc(NC(=O)c3ccccc3Cl)nc2)cc(OC)c1OC
→ 147%[activator]	-3	?	9.3µM*	15	4%
> Cc1noc(C)c1CSCC(=O)N(C)CC(=O)Nc1ccccc1C(F)(F)F
→ -23%	.	4%	-28%	.	.
> COc1ccc(N2CCN(c3ccc([N+](=O)[O-])cc3Cl)CC2)cc1
→ 22%	-5	2%	5%	-11	1%
> CC[N+](C)(CC)CCOC(=O)C1c2ccccc2Oc2ccccc21
→ 10µM*!	.	7%	10µM*!	.	2%[21.7 µM]
> COc1ccc(CCNC(=O)C2CCCCC2C(=O)O)cc1OC (stereo unspecified)
→ 8%	13	.	5%	-4	.
> CC(=O)N1N=C(c2ccncc2)CC1c1ccccc1O (stereo unspecified)
→ ?	3	2%	13%	-2	0%
> CC(=O)Nc1ccc(NC(=O)c2ccccc2N(Cc2ccccc2)S(C)(=O)=O)cc1
→ ?	-3	7%	-6%	-6	11%
> O=C(C[n+]1cc[nH]c1)c1ccc(Cl)cc1
→ 19%	0	24%	38%[activator]	-4	?
> CCOC(=O)c1c(-c2ccc(C)o2)csc1NC(=S)NC(=O)c1ccc(F)cc1
→ 7.4µM*	-1	-3%	8.3µM*	-17	7%
> CCCCNC(=O)C1CCCN(S(=O)(=O)c2c(C)noc2/C=C/c2cccs2)C1 (stereo unspecified)
→ -19%	-1	?	?	-18	4%
> CCOC(=O)CSc1nc2ccccc2c(=O)n1CCN1CCOCC1
→ ?	-2	12%	-21%	16	2%
> CCc1ccc(NC(=O)C(=O)N/N=C(\C)CC(=O)NCc2ccc(Cl)cc2)cc1
→ 4%	12	-11%	38%[activator]	4	1%
> CCC(C)(C)n1nnnc1C(c1cc2cc(OC)ccc2[nH]c1=O)N1CCc2ccccc21 (stereo unspecified)
→ 3%	-3	-30%&-11%	10µM*	-5	?
> Cc1cc(C)c2oc(C(=O)Nc3ccc(S(=O)(=O)Nc4nccs4)cc3)cc(=O)c2c1
→ ?	-2	-5%	?	1	7%
> O=C(CCC1CCCCC1)Nc1ncn[nH]1
→ -23%	1	16%	20%	-6	2%
> O=C(Nc1nc(-c2cccnc2)cs1)c1ccccc1F
→ 131%[activator]	46*	-2%	107%[activator]	166*	2%
> Cn1c(SCc2ccc(Br)cc2)nnc1-c1ccccn1
→ 14%	10	4%	19%	55	-9%
> COc1ccccc1NC(=O)CCC(=O)OCc1ccc([N+](=O)[O-])cc1
→ ?	-2	13%	?	-7	1%
> Cn1c(SCC(=O)NC2CCS(=O)(=O)C2)nnc1-c1ccco1 (stereo unspecified)
→ 5%	.	8%	10%	.	.
> CCCCNC(=O)[C@H]1C[C@H]1[C@@H](O)[C@H](CO)NC(=O)[C@H](Cc1ccccc1)NC(=O)OC(C)(C)C
→ 55%[activator]	2	0%	-1%	-2	4%

(list continues)
Fields – Pf growth 96h	Cycloheximide cs	HCV inhibitor	Pf growth 48h	Shiga inhibitor	Giardia FBPA inh
> O=C(O)c1c(-c2ccccc2)c(-c2ccccc2)nc2ccccc12
→ -13%	-5	19%	3%	-8	-10%
> CCCc1nc(SCC(=O)c2ccc(OC)cc2)c2ccccc2n1
→ 37%[activator]	-1	13µM*	?	-3	-8%
> Cc1cnc(C(=O)Nc2cccc(S(=O)(=O)N(C)C)c2)cn1
→ -14%	-3	0%	8%	10	0%
> O=C1c2ccccc2C(=O)N1Cc1ccccn1
→ 10%	-1	11%	27%[5.75 µM]	-1	8%
> CCOC(=O)c1cc(C)[nH]c1C
→ 30%[activator]	2	2%	109%[activator]	-7	0%
> N#CCc1ccc(OC(=O)c2cccnc2)cc1
→ ?	-1	11%	29%	-4	1%

Hits appear at their usual frequency. About 24% of those tested had a hit in this group.
